DT40 TDP1 CPT – growth inhibition of DT40 Tdp1-/-;hTDP1 cells with camptothecin (screen for TDP1 inhibitors); chicken DT40 Tdp1-/-;hTDP1 cells + 20 nM CPT, ATP luminescence, 48 h; Potency, µM (series often up to 46.2 µM), without a hit: at the top dose activity change, negative = growth inhibition, usual class: inhibitors; 420,000 tested, 12% active; AID 686979; also: nearly all actives have a fitted effect of over 55% in size
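Chicken DT40 Tdp1-/- cells stably complemented with human TDP1 were seeded at 400 cells/well in medium containing 20 nM camptothecin, exposed to pin-transferred compounds, and grown at 37 °C for at least 48 hr. Viability was read as ATP luminescence.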
TDP1 inh – blocks human tyrosyl-DNA phosphodiesterase 1 | recombinant TDP1, AlphaScreen DNA substrate cleavage | Q9NUW8 | 350,000 tested, 0.28% active | AID 485290 | Potency, µM (titrated, usually from 130 µM), inactives show at the highest dose activity change, negative = inhibition, actives largely listed as inhibitors; also: nearly all actives have a fitted effect of over 40% in size
Target sequence (Q9NUW8 whole entry, looked up): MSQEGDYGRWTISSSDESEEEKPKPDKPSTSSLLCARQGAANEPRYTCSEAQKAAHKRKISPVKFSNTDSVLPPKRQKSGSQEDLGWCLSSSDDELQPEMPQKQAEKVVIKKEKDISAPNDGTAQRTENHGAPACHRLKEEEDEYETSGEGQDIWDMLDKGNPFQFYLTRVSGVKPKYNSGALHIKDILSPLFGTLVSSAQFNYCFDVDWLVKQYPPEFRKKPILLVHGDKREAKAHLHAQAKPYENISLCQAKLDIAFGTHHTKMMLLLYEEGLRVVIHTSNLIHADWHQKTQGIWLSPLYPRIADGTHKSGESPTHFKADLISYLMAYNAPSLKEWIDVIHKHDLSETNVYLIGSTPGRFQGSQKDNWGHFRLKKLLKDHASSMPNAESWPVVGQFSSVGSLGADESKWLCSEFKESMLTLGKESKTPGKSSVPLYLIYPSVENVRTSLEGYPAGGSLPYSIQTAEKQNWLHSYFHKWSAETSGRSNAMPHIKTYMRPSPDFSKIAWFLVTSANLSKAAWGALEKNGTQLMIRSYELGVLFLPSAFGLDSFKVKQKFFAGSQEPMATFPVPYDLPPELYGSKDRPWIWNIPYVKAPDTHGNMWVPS
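AlphaScreen read-out: signal falls as enzyme removes the 3' tyrosine-FITC from a 5'-biotinylated DNA oligo (15 nM, 5 min, RT). Enzyme was E. coli-made recombinant Tdp1 at 1 nM, exposed to compound for 15 min beforehand; beads 10 ug/ml, 10 min.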
TDP1 cell noCPT – qHTS for Inhibitors of human tyrosyl-DNA phosphodiesterase 1 (TDP1): qHTS in cells in absence of CPT; Potency, µM (top dose mostly 46.2 µM), for inactives: top-dose activity change, negative = growth inhibition, usual class: inhibitors; AID 686978, 2013; 420,000 tested, 15% active; DT40 Tdp1-/- hTDP1 cells, no CPT, ATP luminescence, 48 h; also: nearly all actives have a fitted effect of over 55% in size
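Readout: luminescence from CellTiter-Glo after 30 min in the dark at RT. Cells: DT40 Tdp1-/- with stable hTDP1, 400/well. Exposure: compounds alone, ≥48 hr, 37 °C.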
An asterisk follows results filed as active; u = inconclusive; x = no result given; [ ] = another dose, or the depositor's remark. Calls follow the shape of the dose curve; as a rule, active = well fitted curve in the direction sought with a large enough effect; inconclusive = small, poorly fitted or top-dose-only effect, or another doubt; inactive = no such curve, though single readings can be large; an effect the other way counts as inactive or inconclusive. % is scaled to controls: 0 for no effect and ±100 for the full control effect; potency is read from the fitted curve at half-maximal effect.

The line under a structure holds: TDP1 cell noCPT, DT40 TDP1 CPT, TDP1 inh
- COc1cccc(CC(=O)Nc2ccc(-c3nc4ccccc4s3)cc2Cl)c1
 : u, -21.7%, -2.5%
- N#Cc1cccc(C(=O)C(=O)N2CCN(c3ccccc3)CC2)c1
 : -23.2%, -21.6%, x
- CCOc1ccc(S(=O)(=O)NCCc2ccccn2)cc1
 : -25.3%, -11.6%, -0.2%
- COC(=O)c1c(C)[nH]c(C)c1-c1ccccc1Cl
 : u, u, -1.0%
- COC(=O)c1cccc(COC(=O)CNC(=O)c2ccco2)c1
 : 9.1%, -8.0%, 1.0%
- CCn1c(Cc2ccc(OC)cc2)nnc1SCc1nc2ccccc2c(=O)[nH]1
 : -17.7%, -6.3%, 2.6%
- CCCCN1CC(=O)N2[C@H](c3ccc(OC)cc3)[C@@H]3C(=O)N(CC)C(=O)[C@@H]3[C@]2(C)C1=O
 : 3.7%, -17.9%, x
- Cc1cccc(Nc2ccccc2C(=O)NCc2ccco2)c1C
 : 20.6µM*, u, 10.5%
- CC(C)Nc1nc2ccccc2c(=O)[nH]1
 : u, 16.4µM*, 2.7%
- CS(=O)(=O)N(CC(=O)Nc1ccc(S(=O)(=O)N2CCOCC2)cc1)c1cccc(F)c1
 : -3.0%, 0.3%, 1.2%
- N#CC(c1ccccc1)c1ccc(C(=O)c2ccc(F)cc2)cc1 (stereo not given)
 : 23.1µM*, -55.6%, 2.0%
- CCN1CCN(c2ncnc3scc(-c4ccc(C)c(C)c4)c23)CC1
 : 18.4µM*, u, 3.3%[0.0935 µM]
- COc1ccc(CC(=O)N(C)c2ccccc2)cc1S(=O)(=O)N1CCOCC1
 : -19.0%, -9.0%, x
- CC(=O)Nc1cc(-c2ccccc2N(C)C)cn2c(-c3cccc(C(F)(F)F)c3)cnc12
 : u, u, x
- Cc1ccc(Cn2c(=O)n(CCCC(=O)NCc3ccccc3Cl)c(=O)c3ccccc32)cc1
 : -2.5%, -13.5%, -6.4%
- CCOC(=O)c1ccc(NC(=O)CCOc2ccc(C)cc2)cc1
 : -0.3%, -0.7%, 0.0%
- OC(COc1ccccc1)CN1CCC(Cc2ccccc2)CC1 (stereo not given)
 : -16.8%, 4.6%, x
- CCOc1ccc(CCNC(=O)CN2C(=O)NC(CCSC)C2=O)cc1OCC (stereo not given)
 : 6.2%, 0.0%, 1.8%
- CCOC(=O)C1=C(C)Nc2nc3ccccc3n2C1c1ccccc1 (stereo not given)
 : -29.4%, -21.6%, -1.4%
- Clc1cccc(N2CCN(c3nc4ccccc4n4nnnc34)CC2)c1
 : u, u, -2.5%
- CC(=O)c1nnn(-c2nc(N)nc(N(c3ccccc3)c3ccccc3)n2)c1C
 : 14.6µM*, 29.1µM*, 2.5%
- COc1ccc(OC)c(/C=N/NC(=O)CNC(=O)c2ccc(S(=O)(=O)N3CCOCC3)cc2)c1
 : -2.3%, 28.5%, 0.0%
- CC1=C(C)CC(C(=O)N2CCN(Cc3ccc4c(c3)OCO4)CC2)C(C(=O)O)C1 (stereo not given)
 : u, -6.4%, 0.0%
- CCOC(=O)N1CCN(C(=O)Nc2ccc3nc(C)c(C)nc3c2)CC1
 : -29.0%, -5.2%, 4.2%
- COc1ccc(C(=O)N2CCCCC2c2cc(C(=O)Nc3cccc(C#N)c3)no2)cc1 (stereo not given)
 : u, 23.1µM*, x
- N#CC1(NC(=O)CSc2nc3ccccc3o2)CCCCC1
 : u, -1.4%, -0.3%
- Cc1cc2n(n1)SC(Nc1ccc(F)cc1)N2 (stereo not given)
 : u, u, 6.7%
- CCCOc1ccc(Cn2c(=O)oc3ccc(C)cc32)cc1
 : -22.9%, -2.0%, 1.1%
- Clc1ccc(CN2C3=NCCN3c3ccccc32)cc1Cl
 : 16.4µM*, u, 3.9%
- COc1ccccc1NC(=O)c1cc(=O)[nH]c2ccccc12
 : -18.4%, 0.8%, x

Of the compounds above, 2 contain an aryl thioether with sulfur outside any ring.
The line under a structure holds: TDP1 cell noCPT, DT40 TDP1 CPT, TDP1 inh
- CCn1c(Cc2ccc(OC)cc2)nnc1SCc1nc2ccccc2c(=O)[nH]1
 : -17.7%, -6.3%, 2.6%
- N#CC1(NC(=O)CSc2nc3ccccc3o2)CCCCC1
 : u, -1.4%, -0.3%

Further entries
The line under a structure holds: TDP1 cell noCPT, DT40 TDP1 CPT, TDP1 inh
- O=C(N/N=C/C=C/c1cccc([N+](=O)[O-])c1)C(O)c1ccccc1 (stereo not given)
 : u, -5.5%, -1.2%
- CCN(CC)CCCN1C(=O)C(O)=C(C(=O)c2ccco2)C1c1ccc(C)o1 (stereo not given)
 : -1.6%, -7.8%, x
- COc1ccc2ccccc2c1CN1CCN(Cc2ccccc2)CC1
 : u, -27.3%, 0.0%
- Cc1cccc(CNc2cc(-c3cccc(C#N)c3)ncn2)c1
 : 4.61µM*, 20.6µM*, -3.6%
- O=C(CCC(=O)N1CCN(S(=O)(=O)c2ccc([N+](=O)[O-])cc2)CC1)N1CCOCC1
 : -12.3%, -11.4%, 0.6%
- O=[N+]([O-])c1ccc(O)c(C=NNc2ccc(S(=O)(=O)O)cc2)c1
 : -22.2%, -3.0%, x
- CCC(C)Sc1ccc([C@@H]2[C@@H]3C(=O)N(C)C(=O)[C@@H]3[C@]3(C(=O)OC)CCCCN23)cc1 (stereo not given in full)
 : u, 18.4µM*, 0.3%
- Cc1ccc(N2CCN(c3cc(C)nc4nc(C)nn34)CC2)c(C)c1
 : u, 6.1%, 2.6%
- CN1CCN(C(CNC(=O)C(=O)NC2CCCC2)c2ccc(F)cc2)CC1 (stereo not given)
 : 2.9%, -1.2%, -0.1%
- CC1CCC(C(C)C)C(OCC(O)CN2CCN(Cc3ccccc3)CC2)C1 (stereo not given)
 : 14.6µM*, 13µM*, 2.1%
- CCOC(=O)c1c(C)[nH]c(C(=O)NCCc2ccc(OC)c(OC)c2)c1C
 : 14.6µM*, u, 8.2%
- O=C(Nc1ccccc1C(=O)O)c1cc(S(=O)(=O)N2CCCCC2)c(Cl)cc1Cl
 : 11.6µM*, 23.1µM*, 6.7%
- O=C(CCNS(=O)(=O)c1ccc2ccccc2c1)NCCOc1ccccc1
 : u, u, 10.1%
- COc1ccc(Nc2ccc(N3C(=O)CC(C)C3=O)cc2[N+](=O)[O-])cn1 (stereo not given)
 : -9.4%, 28.1%, 5.3%
- Cc1cc(C)c(-c2cc(NC(=O)CSc3n[nH]c(N)n3)n(-c3ccccc3)n2)cc1C
 : u, -19.2%, 4.5%
- Cc1ccc(NC(=O)COC(=O)/C=C/c2cccs2)c(C)c1
 : -10.3%, -10.0%, -1.1%
- COc1ccc(NC(=O)COc2ccccc2C#N)c(S(=O)(=O)N2CCCCC2)c1
 : u, u, 4.0%
- CCOC(=O)C1(Cc2cccc(Cl)c2)CCCN(C2CCN(C(C)=O)CC2)C1 (stereo not given)
 : u, u, 4.8%
- Cc1nc(CCNC(=O)CC2C(=O)NCCN2Cc2ccc(F)cc2)sc1C (stereo not given)
 : -9.3%, -17.2%, 2.7%
- O=[N+]([O-])C(=C1Nc2ccccc2N1)/C(Cl)=C(/Cl)Br
 : u, u, 7.9%
- Cc1cccc(N2CCN(C(=O)CNC(=O)C3CCCCC3)CC2)c1C
 : u, 18.4µM*, 0.0%
- Cc1onc(-c2ccccc2Cl)c1C(=O)Nc1cnn(Cc2ccccc2)c1
 : -27.3%, -1.4%, 7.2%
- Cc1nc2sccn2c(=O)c1S(=O)(=O)NC(C)c1ccccc1 (stereo not given)
 : u, 2.4%, x
- COc1ccc(NC(=O)C2CCC(CNC(=O)[C@@H]3Cc4ccccc4CN3)CC2)cc1 (stereo not given in full)
 : -1.1%, -7.7%, 2.2%
- COc1ccc(OC)c(C2=NOC(C(=O)Nc3cc(C)on3)C2)c1 (stereo not given)
 : 18.4%, -15.1%, 5.6%
- Cc1ccc(S(=O)(=O)N2CCOCC2)cc1C(=O)NC1CCCCCC1
 : -9.8%, 0.5%, 3.6%
- O=C(c1ccc(CS(=O)(=O)c2c(Cl)cccc2Cl)o1)N1CCCC1
 : -26.4%, u, -1.3%
- COc1ccccc1C1C2=C(CC(C)(C)CC2=O)Nc2nnnn21 (stereo not given)
 : 3.1%, 4.0%, 3.4%
- COc1cc(/C=N\Nc2nncn2N)ccc1OC(C)=O
 : u, -6.6%, 4.5%
- COc1ccc(CC(N)c2csc(NC(=O)c3cccc(OC(F)(F)F)c3)n2)cc1 (stereo not given)
 : 11.6µM*, 14.6µM*, x

One compound at a time, from the list above:
O=C(c1ccc(CS(=O)(=O)c2c(Cl)cccc2Cl)o1)N1CCCC1 is entered as TDP1 cell noCPT = -26.4%; DT40 TDP1 CPT = u; TDP1 inh = -1.3%
Cc1nc2sccn2c(=O)c1S(=O)(=O)NC(C)c1ccccc1 (stereo not given) is entered as TDP1 cell noCPT = u; DT40 TDP1 CPT = 2.4%; TDP1 inh = x
COc1cc(/C=N\Nc2nncn2N)ccc1OC(C)=O is entered as TDP1 cell noCPT = u; DT40 TDP1 CPT = -6.6%; TDP1 inh = 4.5%

The results go on:
The line under a structure holds: TDP1 cell noCPT, DT40 TDP1 CPT, TDP1 inh
- O=C(Nc1ccccc1N1CCOCC1)c1cc(Cl)c2c(c1)OCO2
 : u, u, 2.1%
- Cc1cccc(NC(=O)Nc2cc(C)cc(C)n2)c1
 : -33.2%, 12.1%, -1.2%
- Cc1ccc(N2C(=O)NC(C(F)(F)F)(C(F)(F)F)C3=C2CC(C)(C)CC3=O)cc1
 : u, -14.8%, 5.6%
- CC(=O)Nc1nonc1-c1nnc(SCC(=O)Nc2ccccc2Cl)n1C
 : -24.8%, -3.7%, 3.6%
- CCC(C(=O)NCCc1ccc(C)cc1)n1nc(C)c2c(C)n(-c3ccccc3)nc2c1=O (stereo not given)
 : -3.9%, u, 6.3%
- CCC1=NN2C(=N)/C(=C\c3ccc(OCCOc4ccc(NC(C)=O)cc4)c(OC)c3)C(=O)N=C2S1
 : -7.7%, 21.4%, x
- CC(=O)c1cccc(N(CC(=O)NCC2CCCO2)C(=O)CCC(=O)Nc2cc(C)on2)c1 (stereo not given)
 : -9.0%, -11.0%, -8.1%
- Cc1c(Cl)cccc1-n1nc(C)c2c(C)cc(=O)n(CC(=O)NCc3ccccc3)c21
 : -31.1%, -20.9%, 4.7%
- CCCn1c(=O)[nH]c2ccccc21
 : 3.1%, 5.3%, 3.9%
- CC1(C2CC2)NC(=O)N(CC(=O)N2CCN(c3ccccc3F)CC2)C1=O (stereo not given)
 : u, -21.8%, x
- O=C(O)c1cc(Br)ccn1
 : -17.6%, -5.6%, 1.2%
- O=C(O)c1cc(-c2ccc(Cl)cc2)n[nH]1
 : 9.0%, 9.8%, -1.1%
- O=S(=O)(c1ccc(Cl)s1)N1CCN(CCc2ccccc2)CC1
 : -25.7%, -21.2%, 2.8%
- COCCNC(=O)c1snc2ccc(Cl)cc12
 : -21.8%, -8.2%, 2.3%
- CN(C)S(=O)(=O)c1ccc(C(=O)Nc2cc(S(=O)(=O)Nc3ccccc3Cl)ccc2N2CCCCC2)cc1
 : 16.4µM*, 8.2µM*, 0.0%
- COc1ccccc1C1=CN(Cc2ccccc2)CCC1=O
 : -22.2%, -29.3%, 1.7%
- CCOC(=O)C1CCCN(C(=O)c2cc3nc(-c4ccc5c(c4)OCO5)cc(C(F)(F)F)n3n2)C1 (stereo not given)
 : u, u, -2.9%
- COc1ccc2c(CC(=O)OCC(=O)NC(N)=O)coc2c1
 : 17.9%, -2.8%, 2.6%
- COc1ccc(CC(=O)Nc2nc(-c3ccncc3)cs2)cc1
 : -26.3%, 4.3%, 2.5%
- CC(=O)c1ccc(NS(=O)(=O)c2ccc(N)cc2)cc1
 : u, u, -5.1%
- CCCc1oc2c(c(=O)c1CC)C(=O)CC(C)(C)C2
 : 0.2%, 2.4%, 5.3%
- Cc1ccccc1Nc1c(-c2cccnc2)nc2ccc(Cl)cn12
 : u, 11.6µM*, -8.5%[12.3 µM]
- COc1ccc(CCN(Cc2cccs2)S(=O)(=O)c2ccc(S(=O)(=O)N3CCC(C)CC3)cc2)cc1OC
 : u, -28.0%, 0.0%
- CCc1ccc(NC(=O)CSC2=Nc3ccccc3C3=NC(CC(=O)NC4CCCCC4)C(=O)N23)cc1 (stereo not given)
 : 9.2µM*, 11.6µM*, 3.4%

Screening results: PubChem, National Center for Advancing Translational Sciences (NCATS)
